Assay outcomes as filed in PubChem BioAssay.
PME-1 inh – PME-1 inhibitors via competitive probe labeling, primary screen, biochemical, fluorescence polarization, FP-Rh probe, HTS | Protein phosphatase methylesterase 1 (Homo sapiens), Q9Y570 | 320,000 compounds, 0.53% hits | inhibition, % at 5.9 µM | AID 2130, 2009 | recombinant PME-1;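 active means inhibition above the campaign mean of all compounds plus 3 SD, cut at about 26% in these data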;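 further: competitive labeling of PME-1 active site by serine hydrolase directed probe; 0% = PME-1 with DMSO and 100% = wells lacking PME-1 enzyme; inhibitors block probe labeling so polarization falls and inhibition rises; many of its hits are not listed in these tables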
Target sequence (Q9Y570 whole entry, looked up): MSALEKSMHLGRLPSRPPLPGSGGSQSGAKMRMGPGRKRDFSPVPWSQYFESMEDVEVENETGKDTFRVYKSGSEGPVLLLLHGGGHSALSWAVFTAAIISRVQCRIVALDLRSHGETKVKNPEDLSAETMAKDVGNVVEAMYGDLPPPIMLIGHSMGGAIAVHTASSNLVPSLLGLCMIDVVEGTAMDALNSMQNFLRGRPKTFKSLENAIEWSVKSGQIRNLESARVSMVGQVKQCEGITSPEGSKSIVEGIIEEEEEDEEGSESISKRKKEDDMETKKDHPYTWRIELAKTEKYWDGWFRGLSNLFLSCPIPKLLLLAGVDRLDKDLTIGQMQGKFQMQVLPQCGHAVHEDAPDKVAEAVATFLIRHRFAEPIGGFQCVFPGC
PAFAH1B2 inh – PAFAH1B2 enzyme inhibitors, primary screen, biochemical, fluorescence polarization, human; Platelet-activating factor acetylhydrolase IB subunit alpha2 (Homo sapiens), P68402; recombinant PAFAH1B2, FP-rhodamine activity probe; inhibition, % at 3.39 µM; 340,000 compounds, 1.2% hits;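 active means inhibition above the mean of all tested compounds plus 3 SD, cut at about 24% in these data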;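 further: 0% = enzyme with DMSO and 100% = wells lacking PAFAH1B2; many of its hits are not listed in these tables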
Target sequence (P68402 whole entry, looked up): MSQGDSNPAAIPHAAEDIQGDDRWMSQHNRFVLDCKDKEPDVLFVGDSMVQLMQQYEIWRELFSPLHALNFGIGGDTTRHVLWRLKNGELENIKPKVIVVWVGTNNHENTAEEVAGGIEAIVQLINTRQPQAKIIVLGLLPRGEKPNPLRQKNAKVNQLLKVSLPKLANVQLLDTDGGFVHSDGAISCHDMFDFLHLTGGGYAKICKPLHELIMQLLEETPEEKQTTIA
AHR activator – AHR activators, primary screen, cell-based, luminescence, luciferase reporter, human | Aryl hydrocarbon receptor (Homo sapiens), P35869 | AHR-responsive luciferase reporter cells | activation, % at 5 µM | 320,000 compounds, 2.5% hits | AID 2796, 2010; in the data active means activation above about 47%;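 further: 0% = vehicle wells and 100% = reference agonist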
MEX-5 binding – MEX-5 zinc finger RNA-binding disruptors – biochemical, C. elegans, fluorescence polarization, MLPCN library, primary screen; Zinc finger protein mex-5 (Caenorhabditis elegans), Q9XUB2; MEX-5/FITC-TCR2 RNA binding; stronger effect = lower value; activity score (negative = inhibition of binding), % at 10 µM; 300,000 compounds, 0.38% hits;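 active means inhibition past about -25% in most replicates, and total fluorescence under double the plate's negative control median, limit read from the data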;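 further: 0% = DMSO and -100% = 5 µM competing unlabeled TCR2 RNA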
GLD-1 TGE inh – GLD-1/TGE RNA complex disruptors, primary screen, biochemical, fluorescence polarization; 320,000 compounds, 0.44% hits; purified GLD-1 + fluorescein TGE RNA; Female germline-specific tumor suppressor gld-1 (Caenorhabditis elegans), Q17339; inhibition, % at 5.96 µM;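 active means percent inhibition above a per-plate cutoff, the plate mean of test compounds plus 3 SD, cut at about 30% in these data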;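 further: 0% = DMSO wells with GLD-1 and probe and 100% = wells lacking GLD-1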
Fam108B counter – mouse Fam108B serine hydrolase inhibitors, primary screen, counter-screen for RBBP9 inhibitor project, biochemical, fluorescence polarization; inhibition, % at 9.51 µM; AID 1947, 2009; recombinant Fam108B, FP-Rh probe fluorescence polarization; 300,000 compounds, 0.33% hits;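 active means inhibition above the screen mean inhibition plus 3 SD, computed separately per campaign, cut at about 18% in these data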;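 further: inhibitors lower polarization as less probe binds the enzyme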
MCL1-BIM inh – inhibitors of MCL1 binding to BIM-BH3, primary screen, biochemical, fluorescence polarization; Induced myeloid leukemia cell differentiation protein Mcl-1 (Homo sapiens), Q07820; GST-MCL1 / FITC-Bim-BH3 fluorescence polarization; inhibition, % at 10.9 µM; 320,000 compounds, 0.68% hits; AID 2057, 2009;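 active means inhibition above the mean inhibition of all tested compounds plus 3 SD, set per campaign, cut at about 40% in these data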;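 further: 0% = DMSO wells and 100% = unlabeled Bim-BH3 peptide control; higher means more loss of mP so more displacement of Bim peptide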
pPAFAH inh – pPAFAH enzyme inhibitors, primary screen, biochemical, fluorescence polarization, human; Platelet-activating factor acetylhydrolase (Homo sapiens), Q13093; recombinant pPAFAH, FP-rhodamine probe fluorescence polarization; 330,000 compounds, 1.5% hits; inhibition, % at 3.39 µM;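 active means inhibition above the mean inhibition across the screen plus 3 SD, cut at about 25% in these data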;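 further: inhibitors block binding of the rhodamine activity-based probe so polarization drops; 0% = enzyme with DMSO and 100% = wells lacking pPAFAH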
Target sequence (Q13093 whole entry, looked up): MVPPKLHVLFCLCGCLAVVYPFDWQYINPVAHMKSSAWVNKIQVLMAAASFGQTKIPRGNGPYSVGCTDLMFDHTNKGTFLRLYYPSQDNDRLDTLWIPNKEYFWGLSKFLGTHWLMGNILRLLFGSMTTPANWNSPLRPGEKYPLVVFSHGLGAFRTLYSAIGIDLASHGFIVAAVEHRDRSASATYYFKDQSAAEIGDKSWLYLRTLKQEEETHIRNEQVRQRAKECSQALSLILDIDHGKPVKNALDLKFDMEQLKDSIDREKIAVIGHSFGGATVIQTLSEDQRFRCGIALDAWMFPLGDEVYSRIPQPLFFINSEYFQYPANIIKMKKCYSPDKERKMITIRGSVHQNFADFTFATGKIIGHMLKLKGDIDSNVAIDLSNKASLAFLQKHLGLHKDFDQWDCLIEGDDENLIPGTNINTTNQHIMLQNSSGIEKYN
Bcl-xL primary – inhibitors of human Bcl-xL, primary screen, biochemical, fluorescence polarization, HTS. GST-Bcl-xL / FITC-Bim BH3 peptide fluorescence polarization. inhibition, % at 10.9 µM. 320,000 compounds, 0.7% hits;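 active means inhibition above the mean of all tested compounds plus 3 SD, cutoff set per campaign, cut at about 30% in these data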;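 further: 0% = DMSO wells and 100% = unlabeled Bim-BH3 peptide competitor; inhibitors lower millipolarization by displacing the labeled peptide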
An asterisk follows results filed as active; / = no result given.

SMILES | PME-1 inh | PAFAH1B2 inh | AHR activator | MEX-5 binding | GLD-1 TGE inh | Fam108B counter | MCL1-BIM inh | pPAFAH inh | Bcl-xL primary
Cc1ccc(C(=O)C(C)OC(=O)CNS(=O)(=O)c2ccc(C)cc2)cc1 (configuration not stated) | 0 | 3 | 3 | / | -5 | / | -10 | 2 | -4
Cn1nccc1NC(=O)Nc1cccc(Cl)c1 | -1 | 3 | 5 | 0.0 | -2 | -2 | 1 | 1 | 0
COc1ccc(OC)c(/C=N/NC(=O)C(=O)N/N=C/c2cc(OC)ccc2OC)c1 | 2 | 2 | 0 | 0.0 | 2 | -4 | 15 | -4 | -2
COC(=O)C1=C(C)N(Cc2ccco2)C(=O)N[C@H]1c1ccc(Br)cc1 | 4 | / | 23 | 2.3 | 4 | 2 | -2 | 0 | 0
O=C(c1cc(S(=O)(=O)NCc2ccco2)ccc1Br)N1CCOCC1 | 5 | 7 | 1 | / | 4 | / | 10 | 0 | 5
CC(C)N(Cc1ccccc1)C(=O)CN1C(=O)NC2(CCCc3ccccc32)C1=O (configuration not stated) | -2 | 15 | -3 | 1.9 | 2 | 1 | 6 | 6 | 6
COc1ccc(NC(=O)CN(c2cccc(C(F)(F)F)c2)S(C)(=O)=O)cc1OC | 1 | 5 | 2 | -2.4 | 2 | 1 | 0 | 2 | 0
CN(Cc1c(F)cccc1Cl)C(=O)C1CC(=O)N(CCc2ccccc2)C1 (configuration not stated) | -7 | 1 | 23 | 0.1 | -13 | -3 | 12 | -9 | 6
O=C(CSc1nnc(CNc2ccc(F)cc2)o1)N1CCN(C(=O)c2ccco2)CC1 | -4 | 3 | 1 | 3.1 | 4 | 1 | 9 | 5 | 2
COC(=O)c1sccc1NC(=O)c1ccc(Cl)s1 | 4 | 0 | 20 | 0.1 | 5 | 9 | -2 | 1 | 4
CC(Oc1ccc2c(-c3ccccc3)cc(=O)oc2c1)C(=O)O (configuration not stated) | 3 | -3 | 0 | -0.3 | -2 | 1 | 8 | 8 | -1
Cc1cccc(C(=O)NNC(=O)C2CCCO2)c1 (configuration not stated) | 3 | 2 | 1 | 4.2 | -4 | 2 | -1 | 3 | 7
COCCn1c(N)c(Sc2ccc([N+](=O)[O-])cc2)c(=O)[nH]c1=O | -2 | 0 | -1 | -0.3 | 1 | -4 | 2 | 1 | 1
O=C(CSc1n[nH]c(=O)n1C1CC1)Nc1cc(Cl)ccc1Oc1ccccc1 | -4 | -2 | 4 | 0.9 | 2 | -2 | 4 | 13 | 7
Cc1c(C(=O)NC2CCCc3ccccc32)oc2ccc(S(=O)(=O)N3CCCC3)cc12 (configuration not stated) | 1 | -1 | 2 | -0.3 | 0 | -5 | 6 | 1 | 6
Cc1ccc(C(=O)NN=C2CCCC2)cc1C | -4 | 2 | 5 | 1.7 | 6 | -5 | 7 | 0 | 3
Cc1nc2ccc(S(=O)(=O)NC(C(=O)NCc3ccc4c(c3)OCO4)C(C)C)cc2s1 (configuration not stated) | -1 | 1 | 4 | 0.6 | 7 | -2 | 9 | 2 | 3
O=C(COC(=O)Cc1c(F)cccc1Cl)NCc1ccc2c(c1)OCO2 | / | 4 | -1 | / | 3 | / | / | 4 | /
COc1ccccc1NC(=O)/C=C/c1cc([N+](=O)[O-])ccc1OC(F)F | -2 | -1 | 49* | -2.9 | -1 | 1 | 1 | 1 | 4
CCOc1cc(C)nc(NCc2ccccc2)n1 | -1 | 1 | 0 | -0.8 | 2 | 4 | -1 | 4 | 3
COc1cccc(-n2nc(C(=O)NCC3CCCO3)c3ccccc3c2=O)c1 (configuration not stated) | 5 | -1 | 3 | 0.0 | 11 | 4 | 0 | 2 | 2
CCCCN(C)CCCNC(=O)c1ccc2c(c1)N(CC)C(=O)c1ccccc1S2=O (configuration not stated) | -1 | 3 | 8 | 0.0 | -11 | -2 | 0 | 5 | -1
CSc1ncccc1C(=O)OCC(=O)NCCC1=CCCCC1 | 7 | 2 | 3 | -2.6 | 3 | 0 | -1 | 4 | 0
COc1ccc(CNC(=O)COC(=O)CCCOc2ccc(Cl)cc2Cl)cc1OC | 1 | 3 | -1 | -0.6 | 2 | 2 | -3 | 22 | -5
CCN(CC)CC(O)CN1c2ccccc2Sc2ccccc21 (configuration not stated) | 0 | -1 | 1 | -1.1 | 3 | 3 | 2 | 3 | 1
COCCn1c(SCC(=O)Nc2ccc(NC(=O)c3ccco3)c(OC)c2)nc2ccccc2c1=O | 4 | 3 | -1 | -2.1 | -2 | -8 | 2 | 2 | 3
NC(N)=Nc1nc(C2COc3ccccc3O2)cs1 (configuration not stated) | 1 | 2 | -5 | -1.8 | 2 | -1 | 6 | 7 | 4
CCCC1(C(=O)OC)NC(c2cccc(F)c2)C2C(=O)N(CC)C(=O)C21 (configuration not stated) | -4 | 2 | -4 | -0.8 | 5 | -2 | -4 | 4 | 5
Cc1cccc(C)c1Nc1nnc(SCc2cn3cccc(C)c3n2)s1 | 12 | 4 | -2 | 0.2 | 0 | -3 | -4 | -2 | -5
O=C(Nc1ccc(S(=O)(=O)Nc2cnc3ccccc3n2)cc1)c1ccc(Cl)cc1Cl | -2 | / | 3 | -3.2 | 7 | 2 | 11 | 1 | 10
CN1c2ccccc2N(C)C1c1c(O)ccc2ccccc12 | -3 | -3 | 11 | -0.1 | 12 | 5 | 0 | 5 | 4
COCCNC(=O)c1onc(CSc2ccc(Cl)cc2)c1C(=O)O | 1 | 28* | 1 | 1.2 | 3 | 0 | 10 | 4 | 7
O=C(COC(=O)/C=C/c1ccc(Br)o1)Nc1ccccc1F | 6 | / | -1 | 0.5 | 8 | 6 | 8 | 6 | 8
C/C(=C/Cc1c(O)cc2oc(C)cc(=O)c2c1O)COC1OC(CO)C(O)C(O)C1O (configuration not stated) | 2 | 3 | 2 | / | -6 | 3 | -6 | -3 | 4
O=C(NC(=S)Nc1nc(-c2ccc(Cl)cc2)cs1)c1cccs1 | -1 | 8 | 2 | 0.6 | -5 | 1 | -4 | -3 | -2
COC(=O)CCC(C)N1CCC(Oc2ccc(C(=O)N3CCCC3)cc2)CC1 (configuration not stated) | 5 | -1 | -1 | -1.7 | -4 | 1 | 1 | 6 | 8
Cc1cccn2c(=O)nc(SCC(=O)N3CCCC3)nc12 | 8 | -3 | -3 | 1.5 | 2 | 5 | 1 | 5 | 4
Clc1ccc(Nc2ccc(-n3ccnc3)nn2)cc1Cl | -9 | -5 | 24 | 1.0 | -16 | 0 | -4 | 5 | -2
COc1ccc(CN2CCN(C(=O)c3ccco3)CC2)cc1OCc1ccccc1 | 9 | -4 | 0 | -2.6 | -1 | -1 | -2 | 2 | 3
O=C(O)c1ccccc1NCc1ccco1 | -3 | 0 | 7 | 0.2 | -3 | 2 | 11 | 5 | 3
O=c1[nH]c(CN2CCCCC2)nc2c1C1(CCCCC1)Cc1ccccc1-2 | 0 | 3 | 3 | -0.9 | -3 | 5 | 4 | -5 | 5
O=C(CCNc1cccc(F)c1)c1cc2ccccc2o1 | -2 | 0 | 0 | -0.1 | 2 | 2 | -14 | -1 | -16
CC(C)(C)c1nnc(NC(=O)c2cccs2)s1 | -2 | -3 | 4 | -0.4 | 7 | -5 | -10 | 5 | 4
O=Cc1cccn1-c1sc2c(c1C(=O)O)CCCC2 | -1 | 2 | -2 | 1.1 | 6 | -3 | 3 | 3 | 2
COc1cccc(-c2cc(=O)c3cc(NC(=O)c4ccccc4)ccc3[nH]2)c1 | -3 | -1 | 3 | -0.3 | 4 | 0 | 5 | 0 | -1
COc1ccc(C(=O)NNC(=O)CSc2nnnn2C)cc1 | 5 | -2 | -1 | 0.5 | -3 | 0 | -7 | -3 | 0
Cc1cccc(C)c1NC(=O)CN(C)C(=O)c1ccccc1SCC(=O)N1CCCC1 | -8 | -2 | -1 | -1.2 | 4 | 1 | -7 | -6 | -1
CN(C)S(=O)(=O)N1CCC(c2ccc(F)cc2)C(COc2ccc3c(c2)OCO3)C1 (configuration not stated) | 0 | 4 | 5 | / | 1 | 0 | 3 | 7 | 6
O=C(CSC(=S)N1CCCC1)N1CCN(S(=O)(=O)c2cccc(F)c2)CC1 | 4 | 8 | 4 | -0.6 | 5 | -2 | 0 | 0 | 1
CC(/C=C/c1ccco1)=N/NC(=O)CNc1ccccc1C | 2 | -1 | 16 | -2.1 | -1 | 4 | 5 | 15 | -2
Going on with the list:
SMILES | PME-1 inh | PAFAH1B2 inh | AHR activator | MEX-5 binding | GLD-1 TGE inh | Fam108B counter | MCL1-BIM inh | pPAFAH inh | Bcl-xL primary
CN1CCN(C(=O)CSc2cc(=O)n(C)c3ccccc23)CC1 | 1 | -2 | 6 | -0.9 | 3 | -2 | -7 | 6 | -1
O=C(O)c1ccc(Oc2cccc([N+](=O)[O-])c2)cc1C(=O)O | -1 | 0 | -1 | 1.5 | 5 | 3 | 6 | 4 | 6
Cc1ccc(N(C(=O)CNC(=O)c2ccco2)C(C(=O)NC2CCCC2)c2cccnc2)cc1C (configuration not stated) | 7 | -1 | 3 | 1.3 | -6 | 4 | 0 | 10 | 2
O=C(C/C=N/OCc1ccc(Cl)cc1)c1cnc(-c2ccccc2)s1 | 8 | 6 | 32 | 0.8 | -1 | -3 | 0 | -2 | 4
CC(C)(C)OC(=O)N1CCC(C(=O)N[C@@H](Cc2ccccc2)C(=O)O)(c2ccccc2)CC1 | 4 | 8 | -5 | 5.4 | 5 | 6 | -4 | 9 | 1
Cn1nc(C(C)(C)C)c([N+](=O)[O-])c1C(=O)Nc1ccc(Br)cc1 | -1 | 0 | -3 | 1.8 | -1 | -2 | 1 | 7 | 5
CCc1nc2ccccc2n1CC(O)COc1ccc(NC(C)=O)cc1 (configuration not stated) | 1 | -4 | 5 | 0.2 | 5 | 1 | -7 | -5 | -12
COc1ccc(C(=O)N=c2sc3c(C)ccc(OC)c3n2C)cc1OC | 1 | -4 | 21 | 0.5 | 5 | -16 | 7 | 3 | 3
Cc1ccc2[nH]c(=O)c(N3CCOCC3)c(-c3ccccc3)c2c1 | 4 | 6 | 4 | -1.0 | 13 | 2 | 0 | 2 | 3
CCC(C)n1c(=O)c(C(=O)Nc2ccccc2S(N)(=O)=O)c(O)c2ccccc21 (configuration not stated) | -8 | 4 | 4 | -1.0 | 1 | -3 | 1 | 4 | 1
O=C(Nc1ccn(Cc2ccc(Cl)cc2)n1)c1ccccc1 | -3 | 4 | 7 | -0.4 | 1 | -3 | 3 | -1 | 6
Cc1cc(C(=O)CSc2nc3ccccc3[nH]2)c(C)n1CC1CCCO1 (configuration not stated) | 3 | 1 | -15 | -0.8 | -2 | -5 | 13 | 2 | 0

Not all compounds are listed; count on the stated rates, not on these rows.
